Pin1 inh: blocks the human prolyl isomerase Pin1; Pin1 FP peptide displacement, HiFluor488, 10 min; Potency, µM (titrated, usually from 115 µM), for the others: at the top dose activity, negative = inhibition, hits mostly inhibitors; hit rate 0.009% among 390,000; AID 504891; active means well fitted inhibition curve with a large enough effect in the polarisation, with a control signal flat, not every such curve was filed as active; inconclusive means small, poorly fitted or top-dose-only effect, or effect the other way, or a change in a side signal; inactive means no such curve, though single readings can be large or run the other way; the % refers to the polarisation; further: potency means the concentration at half of the fitted maximal effect; on the % scale 0 is the no-effect control and ±100 the full control effect
Target sequence (Q13526 whole entry, looked up): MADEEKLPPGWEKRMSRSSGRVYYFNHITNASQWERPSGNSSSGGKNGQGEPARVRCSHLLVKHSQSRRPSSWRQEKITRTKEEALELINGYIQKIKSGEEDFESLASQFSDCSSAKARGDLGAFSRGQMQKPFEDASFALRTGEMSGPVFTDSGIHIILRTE
TrxR1 inh: blocks rat thioredoxin reductase 1; recombinant rTrxR1, NADPH fluorescence consumption, selenite substrate; Potency, µM (highest dose often 114 µM), for inactives: at the highest dose activity change, negative = inhibition, actives largely listed as inhibitors; hit rate 1% among 390,000; further: potency means the concentration at half of the fitted maximal effect; on the % scale 0 is the no-effect control and ±100 the full control effect; nearly all actives have a fitted effect of over 65% in size
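Rat TrxR1 (90 nM in the dispensed reagent) was pre-reduced with 400 uM NADPH for 5 min at room temperature, then incubated with compound for 15 min. After 400 uM selenite was added, NADPH fluorescence (Ex 340/Em 450 nm) was followed for 8 min.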
TrxR1 substrate: is turned over as a substrate by rat TrxR1; purified TrxR1 substrate turnover, NADPH consumption readout; Potency, µM (series often up to 114 µM), for the others: at the highest dose activity change, negative = substrate turnover; hit rate 0.01% among 390,000; AID 588456; further: potency means the concentration at half of the fitted maximal effect; on the % scale 0 is the no-effect control and ±100 the full control effect; nearly all actives have a fitted effect of over 50% in size
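Rat TrxR1, dispensed at 90 nM, was prereduced with 400 uM NADPH (final) for 5 min at ~22 deg C, then incubated with compound 15 min before 400 uM selenite. A first-read NADPH fluorescence drop versus no-compound background flagged substrates.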
TRHR enhancer: allosterically enhances the human TRH receptor; hit rate 0.66% among 360,000; enhancement, % at 2 µM; P34981; TRHR cells, fluo-8 calcium fluorescence, EC20 TRH enhancement; in the data active means enhancement above about 30%; further: 0% is about no effect
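TRHR-expressing cells loaded with fluo-8 calcium dye were read kinetically (ex 480/em 530) during compound addition, then stimulated with an EC20 of TRH (10 nM final). Enhancement of the Gq-mediated intracellular calcium response was scored.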
D2 agonist: activates the human D2 dopamine receptor. HEK293 T-REx D2 cells, calcium flux agonist mode. activation, % at 2 µM. hit rate 0.53% among 340,000. AID 485358;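 active means activation over 3 SD above normal in the single-dose calcium agonist read, cut at about 30% in these data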; further: 0% is about no effect
Target sequence (P14416 whole entry, looked up): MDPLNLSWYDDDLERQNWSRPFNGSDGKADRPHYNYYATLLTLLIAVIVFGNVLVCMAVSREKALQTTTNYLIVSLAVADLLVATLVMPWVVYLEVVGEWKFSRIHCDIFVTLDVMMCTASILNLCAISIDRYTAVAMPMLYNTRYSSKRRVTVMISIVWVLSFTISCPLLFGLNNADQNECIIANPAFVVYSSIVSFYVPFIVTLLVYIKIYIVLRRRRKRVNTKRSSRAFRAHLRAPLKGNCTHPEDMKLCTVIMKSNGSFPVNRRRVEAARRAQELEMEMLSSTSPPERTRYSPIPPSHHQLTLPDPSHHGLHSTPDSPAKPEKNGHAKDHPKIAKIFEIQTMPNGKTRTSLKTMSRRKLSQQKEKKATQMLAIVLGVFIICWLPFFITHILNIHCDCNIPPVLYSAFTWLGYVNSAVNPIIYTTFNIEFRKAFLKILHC
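Tetracycline-induced HEK293 T-REx cells with force-coupled D2 receptor, plated overnight at 30 C, loaded with no-wash calcium dye. After a 10 s baseline, compound was pin-added and calcium flux read kinetically for 180 s; calcium rises flagged agonists.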
USP1 inh: inhibitors of human USP1/UAF1 deubiquitinase. hit rate 0.23% among 390,000. Potency, µM (series often up to 57.1 µM), for the others: at the top dose activity change, negative = inhibition, hits mostly inhibitors. recombinant USP1/UAF1, Ub-Rhodamine cleavage fluorescence. O94782; further: potency means the concentration at half of the fitted maximal effect; on the % scale 0 is the no-effect control and ±100 the full control effect; nearly all actives have a fitted effect of over 60% in size; inactives centre near -12
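1 nM enzyme complex + cpd, 15 min RT; start with Ub-Rho 150nM final; kinetic fluorescence ex 480/em 540, 6 reads q60 s. Buffer 50mM HEPES pH 7.8, 0.5mM EDTA, 0.1 mg/ml BSA, 1mM TCEP, 0.01% Tween-20.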
D2 antagonist: antagonists of human D2 dopamine receptor; P14416; HEK293 TREx D2 cells, calcium flux, dopamine EC80; inhibition, % at 10 µM; hit rate 2% among 340,000; in the data active means inhibition above about 30%; further: 0% is about no effect
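Compounds are added to dye-loaded, induced HEK293 T-REx cells coupled to calcium release via D2; after a 3 min kinetic read an EC80 dopamine stimulus is given and fluorescence is recorded for 3 more min.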
mIDH1 inhibitor: inhibitors of human mutant IDH1 R132H | IDH1-R132H enzyme, NADPH consumption, diaphorase/resazurin fluorescence | Potency, µM (top dose mostly 76.6 µM), for inactives: at the top dose activity change, negative = inhibition, usual class: inhibitors | hit rate 0.093% among 390,000 | AID 602179; further: potency means the concentration at half of the fitted maximal effect; on the % scale 0 is the no-effect control and ±100 the full control effect; nearly all actives have a fitted effect of over 65% in size
Target sequence (O75874 whole entry R132H, stated change not applied): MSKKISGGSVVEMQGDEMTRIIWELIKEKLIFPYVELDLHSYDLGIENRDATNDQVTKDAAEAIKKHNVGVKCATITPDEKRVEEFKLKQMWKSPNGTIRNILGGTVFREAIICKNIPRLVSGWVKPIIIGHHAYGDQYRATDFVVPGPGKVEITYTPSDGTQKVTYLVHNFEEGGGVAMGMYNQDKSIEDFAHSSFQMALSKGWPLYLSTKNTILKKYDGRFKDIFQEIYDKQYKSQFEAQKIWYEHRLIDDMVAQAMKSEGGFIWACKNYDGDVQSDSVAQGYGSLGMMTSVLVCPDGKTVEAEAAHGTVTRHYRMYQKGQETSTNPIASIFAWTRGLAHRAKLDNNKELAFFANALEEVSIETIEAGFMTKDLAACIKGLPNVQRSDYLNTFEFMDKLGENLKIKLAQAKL
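IDH1-R132H (0.5 ug/mL dispensed) in pH 7.5 Tris buffer was preincubated 30 min with compound, then given a substrate mix of 0.016 mM NADPH and 2 mM alpha-KG for 80 min at room temperature; remaining NADPH was read by diaphorase/resazurin fluorescence.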
TRHR ag: agonists of human TRH receptor; P34981; TRHR cells, calcium flux fluo-8, FDSS agonist mode; activation, % at 2 µM; hit rate 0.18% among 360,000; AID 493084; in the data active means activation above about 30%; further: 0% is about no effect
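In this calcium-flux screen, cells bearing human TRHR are dye-loaded with fluo-8, baselined for 10 cycles, then exposed to library compounds; positive kinetic calcium responses during the agonist phase mark hits, with TRH as control.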
Active calls of the source: *; ? = inconclusive; · = no result given; [ ] = another dose, or the depositor's remark. Unless noted, the call rests on the fitted dose curve; in most records, active means well fitted inhibition curve with a large enough effect; inconclusive means small, poorly fitted or top-dose-only effect; inactive means no such curve, though single readings can be large or run the other way. The list is partial; the hit share may differ from the screen's.

[1] CCOCCCNC(=O)c1c(NC(=O)Cc2coc3ccc(C)cc23)sc2c1CCC2
[2] Cc1cccc(N2CCN(CC(=O)Nc3ccccc3[N+](=O)[O-])CC2)c1C
[3] Cc1csc(NC(=S)NC(=O)c2ccccc2)n1
[4] CC(C)=CCC/C(C)=C/CNC(=O)C[C@H]1C[C@H](C(=O)N(C(C)C)C(C)C)[C@@]2(C)c3[nH]c4cc(-c5ccco5)ccc4c3CCN2C1=O
[5] COc1cc(CC(=O)Nc2ccccc2N2CCCCC2)cc(OC)c1OC
[6] O=C(Nc1nnc(SCc2ccc(F)cc2)s1)c1cccnc1Cl
[7] COc1cc(OC)cc(C(=O)OCC(=O)Nc2ccc3[nH]c(=O)[nH]c3c2)c1
[8] Cn1c(SCc2ccc(C(F)(F)F)cc2)nc2c([nH]c3ccccc32)c1=O

Compound	1	2	3	4	5	6	7	8
Pin1 inh	2%	?	-2%	40%[activator]	2%	-2%	53%[activator]	-3%
TrxR1 inh	-23%	0%	-9%	3%	13%[57.1 µM]	6%	-2%[57.1 µM]	27%[57.1 µM]
TrxR1 substrate	5%	-6%[57.1 µM]	-8%	4%	-2%	7%	-3%[57.1 µM]	1%[57.1 µM]
TRHR enhancer	-1	-4	18	·	-2	0	11	1
D2 agonist	·	0.6	·	·	11	-2.1	0.4	0.8
USP1 inh	-25%	-7%	-21%	-23%	-8%	-27%	-17%	-9%
D2 antagonist	·	-4	·	·	11	1	36*	·
mIDH1 inhibitor	33%[activator]	4%	2%	-4%[38.3 µM]	3%	-15%	-8%	5%
TRHR ag	-1.2	0.0	0.1	·	-0.7	0.0	0.0	0.0

[9] CC(C)(C)c1cnnn1-c1ccc([N+](=O)[O-])cc1
[10] CCCC1(c2ccccc2)NC(=O)N(CC(=O)Nc2cc(S(=O)(=O)N3CCOCC3)ccc2Cl)C1=O (centres undefined)
[11] O=C(NCCc1ccccc1)c1cnc2n(c1=O)CCS2
[12] Cc1ccnc2nc(C(=O)OC(C)C(=O)NCc3ccccc3)nn12 (centres undefined)
[13] O=C(CSc1nnc(-c2ccco2)n1Cc1ccccc1)NCc1ccccc1
[14] O=C(O)CC(Cn1cnnn1)c1ccccc1 (centres undefined)
[15] COC(=O)C1(C(=O)OC)NOC2C(=O)N(N(C)c3ncc(C(F)(F)F)cc3Cl)C(=O)C21 (centres undefined)
[16] O=C(CCc1nnc2ccc(NCc3ccco3)nn12)Nc1ccc(F)cc1F

Compound	9	10	11	12	13	14	15	16
Pin1 inh	2%	0%	-4%	0%	-10%	-9%	1%	-2%
TrxR1 inh	23%[57.1 µM]	8%[57.1 µM]	10%[57.1 µM]	26%	4%	12%	0%[57.1 µM]	1%
TrxR1 substrate	-11%[57.1 µM]	-5%	8%[57.1 µM]	10%	5%	6%	-5%[57.1 µM]	-6%
TRHR enhancer	-6	-11	-5	3	1	0	-1	1
D2 agonist	2.1	-2.4	0.8	1.1	0.5	1.2	0.4	0.3
USP1 inh	-14%	-17%	-4%	-23%	-16%	-14%	-21%	-25%
D2 antagonist	9	5	-6	-10	-32	0	16	0
mIDH1 inhibitor	6%	4%	-5%	3%	5%	2%	-6%	-8%
TRHR ag	-0.3	1.5	0.1	0.5	-0.2	0.2	0.5	-0.4

[17] CC(C)Cn1c(SCc2nnc(-c3cccs3)o2)nc(O)cc1=O
[18] COC(=O)c1cc2oc3ccccc3c2n1Cc1c(C)cc(C)cc1C
[19] Cc1nn(-c2ccccc2)c(Cl)c1C(=O)NNC(=O)c1ccccc1O
[20] CCCc1nnc(-c2ccc(OC)cc2)o1
[21] CCn1nnnc1SCC(=O)NC1Cc2ccccc2C1
[22] C[C@H](CO)N1C[C@H](C)[C@@H](CN(C)Cc2ccccc2)Oc2c(NC(=O)C3CC3)cccc2C1=O
[23] Cc1nn(C(C)(C)C)c(OC(=O)c2cccs2)c1S(=O)(=O)c1ccccc1
[24] COC(CNC(=O)[C@H](CSCc1ccccc1)N1Cc2ccccc2C1=O)OC

Compound	17	18	19	20	21	22	23	24
Pin1 inh	?	-3%	8%	-9%	-4%	2%	0%	-3%
TrxR1 inh	11%	44%[activator]	-20%	-31%[11.4 µM]	48%	-4%	19%[57.1 µM]	34%[57.1 µM]
TrxR1 substrate	5%	40%[activator]	-9%	-5%[11.4 µM]	7%	-5%	-13%	-7%[57.1 µM]
TRHR enhancer	4	-1	5	0	3	·	3	3
D2 agonist	0.9	·	-0.4	-0.8	-1.6	·	-0.8	-0.2
USP1 inh	-15%	?	-2%	-15%	-20%	7%	-21%	-6%
D2 antagonist	-7	·	4	-1	-6	·	5	-11
mIDH1 inhibitor	4%	·	-13%	2%	-7%	-2%	2%	8%
TRHR ag	0.4	0.4	-0.3	-0.6	-0.4	·	1.2	0.1

2 of the compounds above, field by field:
#18 COC(=O)c1cc2oc3ccccc3c2n1Cc1c(C)cc(C)cc1C
  Pin1 inh = -3% | TrxR1 inh = 44%[activator] | TrxR1 substrate = 40%[activator] | TRHR enhancer = -1 | D2 agonist = · | USP1 inh = ? | D2 antagonist = · | mIDH1 inhibitor = · | TRHR ag = 0.4

#21 CCn1nnnc1SCC(=O)NC1Cc2ccccc2C1
  Pin1 inh = -4% | TrxR1 inh = 48% | TrxR1 substrate = 7% | TRHR enhancer = 3 | D2 agonist = -1.6 | USP1 inh = -20% | D2 antagonist = -6 | mIDH1 inhibitor = -7% | TRHR ag = -0.4

The listing continues.
[25] COc1cc(/C=C/C(=O)OCC(=O)c2ccccc2)cc(OC)c1OC
[26] COc1ccccc1-c1noc(CCCC(=O)Nc2cccc(C(F)(F)F)c2)n1
[27] COc1ccc(CCN2C(=O)C(Oc3ccccc3C)C2c2ccc3c(c2)OCO3)cc1OC (centres undefined)
[28] Cc1cccc(C)c1OCC(O)CNS(=O)(=O)c1ccccc1C(=O)N1CCOCC1 (centres undefined)
[29] O=C(NCCc1ccccc1)c1cccnc1N1CCCCCC1
[30] CC(C)CNC(=O)c1cccc(NC(=O)c2ccc(Cl)c([N+](=O)[O-])c2)c1
[31] CC(=O)c1cccc(NC(=O)COC(=O)c2ccc3c(c2)OCO3)c1
[32] O=C(NC(C(=O)N/N=C/c1cc([N+](=O)[O-])ccc1O)c1n[nH]c(=O)c2ccccc12)c1ccccc1 (centres undefined)

Compound	25	26	27	28	29	30	31	32
Pin1 inh	-2%	-4%	3%	0%	-7%	7%	3%	2%
TrxR1 inh	22%	16%[57.1 µM]	0%	15%[57.1 µM]	-6%	-17%	13%	-30%
TrxR1 substrate	5%	-2%[57.1 µM]	-8%	-2%[57.1 µM]	2%	-9%	-5%	-14%
TRHR enhancer	·	-8	3	-8	-8	-3	11	3
D2 agonist	·	2.2	-0.1	-0.8	0.2	0.7	-0.1	1.1
USP1 inh	-26%	-5%	-20%	-3%	-9%	7%	-5%	-8%
D2 antagonist	·	·	2	-6	-15	-10	-23	11
mIDH1 inhibitor	0%	2%	5%	11%	4%	-3%	-3%	10%
TRHR ag	·	-0.3	0.1	0.2	-0.1	-0.4	-0.1	0.9

[33] CCN(CC)CCCNC(=O)c1ccc2c(c1)sc1nc(-c3ccc(C)cc3)cn12
[34] N#Cc1nc(COc2ccc(Br)cc2)oc1NCCCn1ccnc1
[35] CO[C@@H]1O[C@@H]2COC(c3ccccc3)O[C@@H]2[C@@H](OC)[C@@H]1O (some centres undefined)
[36] O=c1cc(NC2CCCCC2)[nH]c(=O)[nH]1
[37] COc1ccc(NS(=O)(=O)c2ccc(OC)c(OC)c2)cc1OC
[38] OC1C=CSc2nc3ccccc3n21 (centres undefined)
[39] CCn1cc(C(=O)N2CCN(C(=O)c3ccco3)CC2)c2cc(OC)c(OC)cc2c1=O
[40] COc1cc2[nH]c(C(=O)NCCc3ccccc3)cc2c(OC)c1OC

Compound	33	34	35	36	37	38	39	40
Pin1 inh	-5%	0%	2%	-3%	8%	-2%	-1%	-3%
TrxR1 inh	13%	-13%	15%	-12%[57.1 µM]	10%	-49%	-19%	17%
TrxR1 substrate	6%	-1%	8%	-1%[57.1 µM]	4%	8%[57.1 µM]	4%	29%
TRHR enhancer	5	-1	14	·	20	-1	-3	-4
D2 agonist	0.7	-3.6	-1.7	·	-0.6	0.3	0.1	-0.5
USP1 inh	-16%	-15%	-18%	-3%	-23%	-16%	-6%	-21%
D2 antagonist	·	8	7	·	-1	1	-5	79*
mIDH1 inhibitor	17%	4%	1%	6%	0%	1%	6%	-1%
TRHR ag	0.1	-0.4	-0.4	·	0.5	0.1	-1.0	-0.1

[41] N#Cc1ccc(CN2CCN(C(=O)c3ccc(S(=O)(=O)NCc4ccco4)cc3)CC2)cc1
[42] CCCc1nnc(NC(=O)OCC)s1
[43] Cn1nc(C(F)(F)F)c(-c2cccc(C(F)(F)F)c2)c1NC(=O)CSCC(=O)O
[44] Cc1ccc(C(=O)NC2CC(C)(C)NC(C)(C)C2)cc1Cl
[45] COc1c2ccccc2c(OC)c2ccccc12
[46] CSCCC(NC(=O)COc1ccccc1)C(=O)OCCOc1ccc(F)cc1 (centres undefined)
[47] O=C(CSc1nnc(SCc2ccc(Cl)cc2)s1)N1CCOCC1
[48] CCc1[nH]nc2c1C(c1ccsc1)C(C#N)=C(N)O2 (centres undefined)

Compound	41	42	43	44	45	46	47	48
Pin1 inh	-3%	-8%	-9%	0%	-6%	1%	-2%	-3%
TrxR1 inh	-30%	18%[57.1 µM]	26%	6%	17%	14%	1%	8%
TrxR1 substrate	-2%	8%[57.1 µM]	8%	-3%	17%	-8%	0%	9%
TRHR enhancer	-10	-3	-1	2	-5	-1	-1	-1
D2 agonist	-0.3	0.8	-0.9	-1.2	-0.9	-0.4	·	1.3
USP1 inh	-12%	-11%	-6%	-7%	-22%	-13%	-17%	-13%
D2 antagonist	-1	-14	-5	-11	0	-9	·	13
mIDH1 inhibitor	-3%	1%	-4%	-12%	7%	-1%	-1%	3%
TRHR ag	-1.0	0.5	-0.5	-2.8	0.4	1.1	-0.3	-0.1

From PubChem BioAssay
